# Dynein transport = dynein cargo transport inhibition | 3617.4 mouse cells, GR-EGFP nuclear translocation imaging; test concentration mostly 20 µM; stimulated with dexamethasone, 1 µM; active compounds read low | z-score, hits read low | 220,000 tested, 0.47% active | AID 1381;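 active = plate z-score of nuclear minus cytoplasmic receptor signal below a set negative limit, without overly bright fluorescence or cell loss, cut at about -3.5 in these data, passing the limit was not always enough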;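 also: z-score of nuclear minus cytoplasmic ring GR-EGFP intensity difference per well; some compounds called inactive have numbers as strong as hits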
#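 medium = tetracycline-free induction medium containing charcoal-stripped FBS | also added = 1.0 µM final dexamethasone stimulus | schedule = 48 h induction, 1 h compound, 30 min dex at 37 °C | technique = fixed, Hoechst-stained cells imaged at 10x for EGFP | measure = GR-EGFP nuclear translocation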
# HEK293 NOD2/NF-kB = NOD2 signaling inhibitors, cell-based, luminescence, uHTS, HEK293 (AID 1566); HEK293 NOD2/NF-kB luciferase reporter, luminescence; higher % means a stronger effect; inhibition, % at 4 µM, or EC50 in µM where a hit was titrated; 290,000 tested, 0.63% active; in the data active = inhibition above about 50%; also: many of its hits are not listed in these tables
# b-catenin transl = alters nuclear translocation of beta-catenin in HeLa cells | immunofluorescence imaging | nuclear translocation activity, % at 5 µM | 190,000 tested, 0.3% active;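 active = nuclear translocation activity above 50% at 5 µM, with a well cell count of 50 or more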;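 also: per-cell ratio of nuclear to cytoplasmic median beta-catenin stain intensity; plate controls were DMSO negative control for no effect and GSK-3 inhibitor IX positive control for full effect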
#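 Signal – beta-catenin immunofluorescence imaging with DAPI · Test system – human HeLa cell line · Dosing – 5 µM primary single dose, 0.1% DMSO, 0.02–20 µM confirmation series · Measure – % activation, nuclear-to-cytoplasmic median beta-catenin signal ratio per cell · Incubation – 24 h compound exposure at 37°C, 5% CO2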
# Lipid droplet = hepatic lipid droplet formation modulation. AML12 mouse hepatocytes, oleate lipid droplets, BODIPY imaging. inhibition, % at 6.5 µM. 240,000 tested, 0.4% active. AID 1656;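 active = lipid droplet intensity inhibited by at least 50%, with more than 500 cells counted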
#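 Test system: AML12 mouse liver cells; schedule: overnight exposure; technique: high-content imaging of BODIPY-stained droplets and DAPI nuclei; read-out: % inhibition of corrected integrated BODIPY droplet signal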
# Ins promoter up = MIN6 insulin promoter up-regulation. AID 1625. 190,000 tested, 0.3% active. MIN6 insulin promoter-GFP reporter, high-content imaging; active compounds read high. z-score at 5 µM;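 active = z-score above 3 at 5 µM with at least 500 cells counted in the well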
# Yfh1-off respiration = mitochondrial function rescue without frataxin homolog – Friedreich's ataxia, plus single-dose screen, dose response (AID 1465). S. cerevisiae Yfh1-off respiration, WST-1 reduction, 72 h; higher fold induction means a stronger effect. fold induction at 50 µM, or EC50 in µM where a hit was titrated. 220,000 tested, 0.074% active;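 active = fold induction of absorbance versus untreated yeast above a set limit, then at least 30% activation at any dose in follow-up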;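 also: activators that raise dye reduction in frataxin-depleted yeast; strong numbers were not always called active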
# WT yeast gro inh = growth inhibition of WT yeast, mitochondrial fusion screen. mitochondrial fusion phenotypic screen, WT strain. inhibition, % at 10 µM. 190,000 tested, 2.1% active. AID 1362; in the data active = inhibition above about 58%; tested in S. cerevisiae
# MT stabilize HCS = stabilizes microtubules in HeLa cells; HeLa tubulin immunostaining HCS, 24 h; share of cells brighter than vehicle mean+2SD; % tubulin-high responders, % at 10 µM; 200,000 tested, 0.83% active;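 active = plate Z-score above 3 for both tubulin-high and condensed-nucleus cell shares, with cell loss under 80%, at 10 µM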;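 also: anti alpha tubulin signal scored within the nucleus-defined area of each cell; some results filed as inactive read as strong as hits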
# Autophagy mod = alters autophagy in cells. MEF GFP-LC3 puncta imaging; test concentration mostly 10 µM. calls only at 10 µM (by protocol). 190,000 tested, 0.98% active;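 active = percentage of spot-positive cells more than 3 SD above its plate mean, without a fluorescence outlier flag or 80% toxicity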;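 also: spot-positive cell cutoff set from DMSO-treated cells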
# WT yeast gro inh mutant strain = recorded beside WT yeast gro inh, whose call it bears; inhibition, %; mitochondrial fusion phenotypic screen, mutant strain inhibition
# Dynein transport cytoplasmic EGFP = recorded beside Dynein transport, whose call it bears; z-score; measured here: cytoplasmic GR-EGFP intensity; active compounds read high
# Dynein transport nuclear GR-EGFP = also measured in Dynein transport; calls as there; z-score; measured here: nuclear GR-EGFP intensity;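 lower value marks the stronger effect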
# Dynein transport cell count = second read-out of Dynein transport, no call of its own (marks repeat the call); z-score; measured here: cell count per field
# Ins promoter up cell count = further read-out of Ins promoter up, marked with its call; cell count; measured here: cytotoxicity, nuclei count;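 total cells summed across four imaged fields per well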
# Lipid droplet cells 6.5 µM = recorded beside Lipid droplet, whose call it bears; cell count; measured here: cell count, cytotoxicity flag;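 cells counted across two imaged fields per well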
# b-catenin transl cell count 5 µM = second read-out of b-catenin transl, no call of its own (marks repeat the call); cell count; measured here: cell count, cytotoxicity flag
# MT stabilize HCS Hoechst-high % = recorded beside MT stabilize HCS, whose call it bears; % Hoechst-high responders; measured here: nuclear condensation Hoechst responders;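 share of cells brighter than vehicle mean plus two SD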
# MT stabilize HCS cytotoxicity % = recorded beside MT stabilize HCS, whose call it bears; toxicity, %; measured here: cytotoxicity by cell density;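 0% = mean cell density of plate MIN control wells and 100% = no cells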
# Autophagy mod cell loss 18 h = also measured in Autophagy mod; calls as there; toxicity, %; measured here: cell loss, nuclei count;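 cell loss after 18 h compound exposure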
# * marks the source's active call; other numbers are inactive results; i = inactive; . = no result given. The list is partial; rates above refer to the full screens.
SMILES,Dynein transport,Dynein transport cytoplasmic EGFP,Dynein transport nuclear GR-EGFP,Dynein transport cell count,HEK293 NOD2/NF-kB,b-catenin transl,b-catenin transl cell count 5 µM,Lipid droplet,Lipid droplet cells 6.5 µM,Ins promoter up,Ins promoter up cell count,Yfh1-off respiration,WT yeast gro inh,WT yeast gro inh mutant strain,MT stabilize HCS,MT stabilize HCS Hoechst-high %,MT stabilize HCS cytotoxicity %,Autophagy mod,Autophagy mod cell loss 18 h
O=C(NC12CC3CC(CC(C3)C1)C2)OCCNC1CCCCC1,2.3,-0.21,1.3,-0.9,1%,-2.7,1184,7,679,-0.16,1407,i,.,.,.,.,.,.,.
CN1CCc2c(sc(N)c2C(N)=O)C1,-0.21,-0.22,0.37,1.6,2%,-6.1,1048,-9,578,0.04,1896,i,6,-3,1.8,1.6,9.8,i,13
CC(=O)Nc1nonc1C(=O)N1CCC(C)CC1,0.6,0.093,1.2,-1.7,-10%,0.2,1121,5,739,-0.04,1115,i,-7,1,2.6,2.0,4.9,i,-4
CN1CCN(C(=O)c2cc(-c3ccccc3)on2)CC1,0.23,-0.24,0.23,-0.11,-45%,.,.,5,621,-0.11,1359,i,-8,-1,3.1,2.8,2.2,i,-3
CC(C)C(=O)Nc1ccc(-c2ccc3nncn3n2)cc1,-0.48,-0.31,-0.29,0.76,-3%,1.4,1050,2,763,1.3,1375,i,6,3,4.5,1.9,3.5,i,17
O=C(/C=C/c1ccco1)N(Cc1cccc(Br)c1)C1CCS(=O)(=O)C1 (stereo not drawn),0.35,-0.22,0.59,-0.41,20%,0.1,1305,5,763,.,.,i,.,.,.,.,.,.,.
CCN(CC)C(=O)CSc1nc2c(sc(=S)n2-c2ccccc2)c(=O)[nH]1,1.6,-0.29,1.5,-1.2,10%,1.1,1066,1,691,-0.32,1198,i,18,-2,7.3,1.8,7.0,i,5
CCCCOc1nc2ccccc2nc1C(C#N)C(=O)NC1CCCCC1 (stereo not drawn),-0.79,-0.27,-0.95,1.6,-3%,-0.3,1083,1,644,.,.,.,15,9,3.4,1.2,1.8,i,-2
CC(=O)C1=C(C)OC(N)=C(C#N)C1c1cc([N+](=O)[O-])ccc1Cl (stereo not drawn),-1.6,0.79,-0.79,-0.38,-17%,0.9,1283,5,667,-0.95,1322,i,.,.,.,.,.,.,.
Cc1ccc(C)c(S(=O)(=O)N2CCN(CC(=O)Nc3ccc([N+](=O)[O-])cc3)CC2)c1,0.22,-0.26,-0.15,-0.6,-32%,-0.9,989,-27,555,-1.3,1074,i,7,-5,3.1,2.8,7.2,i,4
CCCCN(CCCNC(=O)C1CCN(S(=O)(=O)N2CCOCC2)CC1)c1ccccc1,0.73,-0.43,-0.048,0.26,17%,4.9,1352,.,.,-0.96,1061,i,4,5,3.0,1.8,10,i,8
Cc1ccc(-n2c(N)c(-c3nc4ccccc4n3C)sc2=S)cc1,10,16,10,-5.9,-16%,0.2,892,-14,649,-0.17,1652,i,-2,1,17,77,96,i,-8
CCNC(=O)CSc1nnc(-c2cc(-c3ccc(Cl)cc3)nc3ccccc23)o1,-0.14,-0.16,-0.19,0.056,-8%,2.0,1081,12,660,-0.73,1493,i,10,2,4.9,2.5,7.3,i,10
CCOc1ccc(C(=O)N(Cc2ccc(N(C)C)cc2)C2CCS(=O)(=O)C2)cc1 (stereo not drawn),1.3,-0.26,0.65,-0.053,-3%,.,.,-9,727,-0.27,1446,.,9,-1,2.1,3.2,1.9,i,0
CC(CNC(=O)c1ccc(N)cc1)NC(=O)c1ccc(N)cc1 (stereo not drawn),-0.28,-0.26,-0.017,0.2,14%,-1.1,1143,16,690,0.87,1325,i,5,-3,1.6,1.3,0.1,i,13
O=C(Nc1ccccc1C(=O)N1CCOCC1)c1cccnc1,1.5,-0.16,1.5,-0.64,7%,.,.,5,781,0.37,880,i,15,12,1.8,0.8,6.2,i,-7
COC(=O)c1sccc1NC(=O)c1c(C)noc1C,-0.3,-0.25,0.12,0.9,-17%,0.0,1007,7,739,-0.51,1190,i,-20,-1,2.5,0.8,13,i,2
O=C(CSc1nnc(-c2ccc(OC(F)F)cc2)o1)N1CCOCC1,-0.49,-0.13,-0.46,0.33,-15%,-6.9,1003,.,.,-0.64,1307,i,-15,-7,4.4,2.9,11,i,-5
S=C(Nc1ccccc1Oc1ccccc1)Nc1cccc(Cl)c1Cl,-0.98,-0.13,-0.7,0.23,-8%,0.3,1134,11,649,-0.15,1482,i,65*,3.3*,3.8,2.1,2.2,i,12
C/C(=N\NC(=O)c1cccs1)c1ccc2c(c1)OCO2,0.88,-0.24,0.75,-0.93,-33%,-1.8,1108,16,674,0.08,1276,i,-2,15,2.1,2.9,15,i,-4
Cc1cc(C2=NNC(=NC3CC3)SC2)c(C)n1-c1ccccc1,0.68,-0.22,0.49,-0.42,90%*,1.0,1012,-8,688,0.53,1230,i,4,5,4.9,2.2,6.4,i,41
CCOC(=O)c1c(SC)nc(SC)c2c1CCC2,0.0012,-0.16,-0.002,0.68,19%,.,.,-10,714,-0.81,1305,i,9,13,1.7,3.3,8.6,i,-4
CC(=O)c1cccc(OCC(=O)N2CCN(c3ccc(C(F)(F)F)cn3)CC2)c1,0.62,-0.27,1.2,-1.4,6%,-3.7,1123,2,704,-0.15,1307,i,16,6,3.2,1.8,6.8,i,3
Cn1c(=O)c2c(nc(NCc3ccccc3)n2CCCc2ccccc2)n(C)c1=O,0.012,-0.27,-0.0041,0.63,24%,.,.,12,709,-0.89,1270,i,7,18,2.7,0.9,2.1,i,-9
CC1=NN(C(=O)Cc2ccc(C)cc2)C(O)(c2cccnc2)C1 (stereo not drawn),-0.081,-0.22,0.27,0.075,6%,1.4,1162,-41,784,-0.16,997,i,.,.,1.7,1.4,3.9,i,0
Cc1onc(-c2ccccc2Cl)c1C(=O)OCC(=O)c1ccc2c(c1)OCCO2,-0.98,0.2,-0.33,0.75,14%,-4.8,842,.,.,-1,1059,i,27,7,1.8,2.1,9.8,i,-14
O=C(NCC1CCCO1)C(c1ccncc1)N(Cc1cccs1)C(=O)Cn1nnc(-c2ccc(F)cc2)n1 (stereo not drawn),0.34,-0.17,0.35,-1.1,5%,-1.3,1554,-1,704,0.21,1665,i,-10,0,2.9,2.6,5.6,i,3
CCC(CC)C(=O)Nc1nc(-c2ccc3c(c2)CCN3C(=O)C2CC2)c(C)s1,0.43,-0.23,0.34,0.29,19%,3.7,1134,3,769,.,.,i,50,41,2.3,1.7,10,i,-3
COc1cccc(-c2cc(C(=O)N3CC4(C)CC3CC(C)(C)C4)no2)c1 (stereo not drawn),-0.4,-0.18,-0.065,0.16,-8%,-3.3,957,.,.,-1.2,1286,i,-1,29,4.1,2.3,4.1,i,-8
COc1ccc(C(=O)NNC(=O)Cc2ccc(-c3ccccc3)cc2)cc1OC,1.8,-0.16,1.8,-1.9,-6%,5.9,1385,.,.,-0.73,1404,i,-15,7,3.5,2.4,10,i,26
COC(=O)C1=C(O)/C(=C\c2cc(C)n(-c3ccccc3F)c2C)N=C1C,-0.63,-0.25,0.39,-0.26,-7%,1.1,462,-19,690,.,.,i,.,.,3.2,1.6,17,i,9
CCn1nc(C)cc1C(=O)N1CCCC(CCC(=O)NCc2ccccc2F)C1 (stereo not drawn),1.7,-0.25,0.56,-0.48,15%,-3.2,1029,-3,709,-0.17,1423,i,6,9,2.5,1.8,2.7,i,-27
O=C(COC(=O)c1ncc(Cl)c(Cl)c1Cl)c1ccc(Cl)s1,-0.93,-0.19,-0.79,0.34,-18%,.,.,2,687,1.4,1298,i,-4,17,3.4,3.2,4.8,i,-9
CCCN(CCC)CCOc1cc(C)ccc1C(C)C,-0.57,-0.21,0.27,0.63,18%,2.9,546,-2,707,-0.05,1222,i,-11,-7,4.8,2.8,8.1,i,-10
CC(C)[C@@H]1NC(=O)N(c2ccc(Oc3ccccc3)cc2)C1=O,-1,-0.19,-0.48,2.3,2%,-4.6,942,.,.,-0.44,824,i,7,26,2.0,1.4,7.4,i,-8
CCn1c(COc2ccccc2C)nc2ccccc21,-0.9,-0.28,-0.16,-0.4,6%,.,.,-6,731,.,.,i,32,22,2.3,1.8,0.3,i,11
O=C1CC(c2ccccc2F)c2cc3c(cc2N1)CCC3 (stereo not drawn),2.8,-0.22,2.2,-0.97,-2%,131*,643*,.,.,-0.28,1211,.,10,8,44*,39*,41*,i,30
